G9a inh = G9a (human) methyltransferase inhibition. Q96KQ7. G9a H3K9 monomethylation, AlphaScreen, 2 h. Potency, µM (titrated, usually from 102 µM), inactives show at the highest dose activity, negative = inhibition, usual class: inhibitors. hit rate 8.8% among 350,000. AID 504332; note: % is set by controls: 0 for no effect and ±100 for the full control effect; nearly all actives have a fitted effect of over 75% in size
Target sequence (Q96KQ7 913-1193 limits assumed): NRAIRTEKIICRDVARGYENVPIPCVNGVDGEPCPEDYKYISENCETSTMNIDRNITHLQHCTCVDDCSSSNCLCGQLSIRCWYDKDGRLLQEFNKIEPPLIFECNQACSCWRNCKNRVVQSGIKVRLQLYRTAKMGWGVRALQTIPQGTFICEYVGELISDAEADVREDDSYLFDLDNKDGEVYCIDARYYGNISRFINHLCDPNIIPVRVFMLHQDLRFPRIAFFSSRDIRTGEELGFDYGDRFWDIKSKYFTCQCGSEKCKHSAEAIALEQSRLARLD
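Quantitative HTS format: methyltransferase activity on a biotin-tagged H3K9 peptide is measured by AlphaScreen, using a rabbit anti-monomethyl-H3K9 antibody with streptavidin donor and anti-IgG acceptor beads. Final levels are 20 nM enzyme, 500 nM peptide, 20 uM SAM; 2 h RT.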
JMJD2A Tudor = inhibitors of human JMJD2A Tudor domain. O75164. AlphaScreen JMJD2A-Tudor / H3K4me3 peptide binding. Potency, µM (top dose mostly 114 µM), inactives show at the top dose activity change, negative = inhibition, actives largely listed as inhibitors. hit rate 4.4% among 390,000. AID 504339; note: % is set by controls: 0 for no effect and ±100 for the full control effect; nearly all actives have a fitted effect of over 50% in size
Pol beta inh = blocks human DNA polymerase beta activity; Pol beta primer extension/strand displacement, fluorescence kinetic; Potency, µM (doses to about 114 µM), for the others: at the top dose activity change, negative = inhibition, usual class: inhibitors; hit rate 1.3% among 340,000; P06746; note: % is set by controls: 0 for no effect and ±100 for the full control effect
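Kinetic readout of DNA synthesis with strand displacement by Pol beta. Compound and 10 nM enzyme sit 15 min at room temperature; 50 nM substrate starts the reaction, read immediately and at 10 min.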
Pol eta inh = DNA polymerase eta (human) inhibition; Q9Y253; recombinant Pol eta, fluorescent DNA replication assay; Potency, µM (titrated, usually from 114 µM), inactives show at the top dose activity change, negative = inhibition, actives largely listed as inhibitors; hit rate 1.2% among 390,000; note: % is set by controls: 0 for no effect and ±100 for the full control effect
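Pol eta (10 nM) was preincubated with compounds for 15 min at room temperature, after which fluorescent replication substrate (50 nM final) was added to start the reaction. Fluorescence was read kinetically at 0 and 10 min.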
Pol iota inh = DNA polymerase iota (human) inhibition | Q9UNA4 | Pol iota fluorescent replication assay, 10 min | Potency, µM (titrated, usually from 115 µM), for the others: at the top dose activity, negative = inhibition, most hits filed as inhibitors | hit rate 1% among 390,000 | AID 588590
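Fluorescent replication assay read twice, at 0 min and 10 min after adding 50 nM (final) substrate. Enzyme (10 nM) and compounds were first incubated 15 min at room temperature; enzyme-free buffer wells were negative controls.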
POLK inh = blocks human DNA polymerase kappa activity; Q9UBT6; purified Pol kappa, fluorescent DNA synthesis assay, 10 min; Potency, µM (series often up to 107 µM), for inactives: at the highest dose activity, negative = inhibition, usual class: inhibitors; hit rate 0.53% among 400,000; AID 588579; note: % is set by controls: 0 for no effect and ±100 for the full control effect
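First, compounds were pin-transferred onto 10 nM Pol kappa. After 15 min at room temperature, substrate was added to 50 nM final. Fluorescence was then measured kinetically at 0 and 10 min.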
BLM helicase inh = inhibitors of human Bloom syndrome helicase BLM | recombinant BLM DNA unwinding, fluorescence dequenching | Potency, µM (top dose mostly 56.1 µM), inactives show at the top dose activity change, negative = inhibition, actives largely listed as inhibitors | hit rate 0.2% among 350,000;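 note: plate controls were vehicle for no effect and no enzyme for full effect; nearly all actives have a fitted effect of over 35% in size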
BAZ2B block = BAZ2B (human) inhibition; AlphaScreen BAZ2B-H3K14Ac peptide displacement; Potency, µM (series often up to 114 µM), inactives show at the highest dose activity change, negative = inhibition, most hits filed as inhibitors; Q9UIF8; hit rate 4.4% among 360,000; note: % is set by controls: 0 for no effect and ±100 for the full control effect; nearly all actives have a fitted effect of over 60% in size
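AlphaScreen displacement of biotin-H3(5-23)K14Ac peptide (50 nM final) from BAZ2B (50 nM final) in PBS pH 7.4, 0.01% Tween-20; complex preformed 30 min RT, then compounds (top 110 uM) 30 min RT, beads 20 min dark.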
APE1 inh = APE1 (human) endonuclease inhibition; recombinant APE1, TAMRA/BHQ-2 abasic DNA cleavage fluorescence; Potency, µM (titrated, usually from 65.8 µM), for inactives: at the top dose activity change, negative = inhibition, usual class: inhibitors; hit rate 0.35% among 350,000;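 note: plate controls were vehicle for no effect and reference inhibitor for full effect; nearly all actives have a fitted effect of over 55% in size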
Target sequence (P27695 whole entry, looked up): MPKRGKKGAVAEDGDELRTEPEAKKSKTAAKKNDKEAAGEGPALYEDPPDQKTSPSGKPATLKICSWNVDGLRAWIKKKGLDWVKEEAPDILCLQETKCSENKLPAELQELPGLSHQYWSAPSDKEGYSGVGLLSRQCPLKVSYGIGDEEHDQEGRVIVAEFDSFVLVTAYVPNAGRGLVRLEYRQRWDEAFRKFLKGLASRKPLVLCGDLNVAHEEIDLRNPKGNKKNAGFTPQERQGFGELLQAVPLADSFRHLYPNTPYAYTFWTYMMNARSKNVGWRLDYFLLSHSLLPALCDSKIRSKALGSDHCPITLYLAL
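0.75 nM APE1 + cpd, 15 min RT; start w/ 50 nM TAMRA/BHQ-2 THF-abasic dsDNA; kinetic fluor 525/598 nm ×3 reads @60 s; Δ(read3−read1); normalized to DMSO and NSC13755 control wells.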
* hit, by the source's call; ? = inconclusive; nt = not tested or not shown; & = joins results of further samples; [ ] = another dose, or the depositor's remark. Calls come from the whole dose curve; as a rule, active = well fitted curve in the direction sought with a large enough effect; inconclusive = small, poorly fitted or top-dose-only effect, or another doubt; inactive = no such curve, though single readings can be large; an effect the other way counts as inactive or inconclusive. Potency is the fitted concentration of half-maximal effect. Not all compounds are listed, so the mix of outcomes need not match the whole.

SMILES | G9a inh | JMJD2A Tudor | Pol beta inh | Pol eta inh | Pol iota inh | POLK inh | BLM helicase inh | BAZ2B block | APE1 inh
CC(C)c1ccc(NC(=O)C2CCCN(S(=O)(=O)c3cccnc3)C2)cc1 (stereo not given) | -18% | -10% | 40% | -8% | 5% | 5% | 0% | 16% | 51%[activator]
O=C(Nc1nccs1)c1cnccn1 | 6.3µM* | ? | -10% | -9% | ? | 0% | -2% | ? | 9%
O=C(Nc1nnc(-c2ccco2)o1)c1ccc(Cl)s1 | 79µM* | 0% | 29% | -12% | -15% | 5% | -1% | ? | 13%
CC(=O)c1ccc(NC(=S)NC(=O)/C=C/c2ccccc2)cc1 | nt | -20% | -22% | -21% | 30%[activator] | -8% | -15% | -6% | 5%
COc1ccccc1OCCSc1nc2ccccc2n1CC(N)=O | -6% | 0% | -11% | -14% | 165%[activator] | -5% | -3% | 13% | 9%
O=S1(=O)[C@H]2C[C@H](CO)O[C@@]2(CO)CN1Cc1ccc(-c2ccc(F)cc2)cc1 | nt | -15% | nt | -14% | ? | 10% | nt | nt | 17%
COc1ccc(-c2csc3ncnc(N4CCN(S(=O)(=O)c5cccc(C(F)(F)F)c5)CC4)c23)cc1 | 13%[0.501 µM] | -11% | nt | -16% | 30%[activator] | 8% | nt | 1% | 7%
CCC(=O)N1CCc2cc(Br)cc(S(=O)(=O)NCCc3cccc(C)c3)c21 | 3%[59 µM] | -18% | 2% | -5% | -9% | -10%[60.1 µM] | -3% | 2% | nt
O=C(CCN1CCN(c2ccccc2F)CC1)Nc1ccccc1Cl | 13%[0.501 µM] | -5% | 3% | -11% | 118%[activator] | 2% | -2% | -7% | -15%
CCOC(=O)N1CCN(C(=O)CN(c2ccc(OC)c(OC)c2)S(C)(=O)=O)CC1 | 15%[59 µM] | -6% | 9% | 0% | 3% | -15% | 0% | 5% | 15%
CCc1sc(C(=O)Nc2cccnc2)cc1Br | 1% | -6% | 12% | -13% | 33%[activator] | -3% | -6% | -1% | -16%
CCN(CC)CCSc1nc(O)c(-c2ccccc2)c(=O)n1-c1ccccc1 | 6% | 5% | -26% | -6% | 110%[activator] | -6% | 2% | -17% | 3%
O=C(C1CCN(S(=O)(=O)c2ccccc2)CC1)N1CCOCC1 | -6%[59 µM] | -6% | -4% | -5% | 10% | -7% | -13% | -2% | -2%
CC(=O)Nc1ccc(S(=O)(=O)N2CCC(C(=O)NCCC(=O)NCc3ccncc3)CC2)cc1 | -1%[0.501 µM] | -9% | 43% | 9% | -9% | -5% | -4% | -19% | 2%
O=C(Cc1ccccc1)Nc1cc(C(=O)c2ccccc2)ccc1N1CCOCC1 | 8%[59 µM] | -2% | 19% | -3% | 0% | -6% | -7% | 6% | -8%
COc1ccc(NC(=O)C2CCCN(c3ncccn3)C2)cc1 (stereo not given) | 40% | -6% | -8% | -16% | 21% | 3% | -5% | -2% | 47%
O=C(NC(=S)Nc1ccc2oc(-c3cccnc3)nc2c1)c1cccc(Cl)c1 | 21%[0.501 µM] | ? | 28% | -7% | 6% | -7% | -2% | -11% | -3%
Cc1ccc(OCC(=O)N2CCN(c3nnc(-c4ccc(C)cc4)c4ccccc34)CC2)cc1 | ? | -32% | 23% | -13% | -7% | -9% | -10% | -38% | -11%
COc1ccc(C2=NC(c3ccccc3)=Nc3ccc(C)cc3N2)cc1 | -40%[59 µM] | -18% | -13% | nt | 5% | -13% | -1% | -11% | nt
O=C(CNc1cc(S(=O)(=O)N2CCOCC2)ccc1NCC1CCCO1)Nc1cccc(F)c1 (stereo not given) | nt | ? | 2% | -10% | -18% | -21% | -1% | -6% | -13%
O=C(CC(=O)NN=C1CCCC1)NCCc1ccccc1 | 52%[activator] | -14% | 16% | 2% | 8% | -2% | -3% | -4%[57.1 µM] | -1%
O=C(O)CCN1C(=O)S/C(=C\c2cccnc2)C1=O | 71µM* | -11% | 11% | -9% | 45%[activator] | -2% | 1% | ? | 0%
O=C(N[C@H]1C/C=C\C[C@H](CC(=O)N(CCO)Cc2ccccc2)C(=O)N[C@@H](c2ccccc2)COC1=O)OCC1c2ccccc2-c2ccccc21 | nt | -22% | nt | -15% | ? | -4% | nt | nt | ?
CC(C)(C)OC(=O)N1CCC(c2c(C(=O)Nc3ccc4c(c3)OCCO4)cnn2-c2ccccc2)CC1 | ? | -33% | 13% | -4% | -4% | 0% | -8% | -8%[57.1 µM] | nt
Cc1nc(-c2cccs2)sc1C(=O)O | -3% | -16% | 1% | 0% | 4% | 5% | -4% | -1% | 12%
O=C(NCc1ccco1)C1CCCN1C(=O)Nc1ccccc1 (stereo not given) | 10% | -10% | 4% | -19% | 52%[activator] | -18% | -5% | -15% | 11%
COC(=O)c1cc2oc3ccccc3c2n1Cc1nc(-c2ccccc2Cl)oc1C | -23%[59 µM] | -5% | 35% | -2% | -4% | -6% | -3% | 0% | nt
COc1ccccc1N1C(=O)c2ccccc2NC1C(OC)OC (stereo not given) | -26%[59 µM] | -4% | 22% | -8% | 9% | -8% | 2% | -3% | 1%
CCOc1ccc(C(=O)Nc2ccc(C(=O)OCc3cc(=O)n4c(C)csc4n3)cc2)cc1 | 0%[59 µM] | -28% | 18µM* | -17% | ? | -6%[60.1 µM] | -23% | -39% | nt
CCN(CC(=O)Nc1cccc(S(=O)(=O)N(C)c2ccccc2)c1)Cc1cccs1 | 10%[59 µM] | -6% | nt | -14% | 19% | -8% | nt | -32% | 21%
COc1cccc(C(=O)NCC(c2ccc(N(C)C)cc2)N2CCOCC2)c1OC (stereo not given) | -4%[59 µM] | -21% | 2% | -14% | 28% | 1%[60.1 µM] | 1% | 1% | nt
C[C@H]1CN([C@@H](C)CO)C(=O)Cc2cc(NC(=O)C3CC3)ccc2O[C@H]1CN(C)Cc1ccc(Oc2ccccc2)cc1 | nt | ? | nt | ? | 17% | -2% | nt | nt | 0%
COc1cc(OC)c(NC(=O)CCCn2nc(C)c3c(C)n(-c4ccccc4)nc3c2=O)cc1Cl | -8%[59 µM] | -12% | 0% | -10% | -17% | -9% | -3% | -19% | nt
COc1ccc(NC(=O)N(CCC(C)C)C(C)c2cccs2)c(OC)c1 (stereo not given) | ? | ? | -8% | -7% | 2% | 3%[60.1 µM] | -9% | -17% | nt
COc1ccc(OC)c(/C=C2\N=C(c3ccccc3)OC2=O)c1 | 11%[0.501 µM] | 3% | -19% | -3% | 36%[activator] | -4% | -5% | 2% | 37%
O=C(NC(=S)Nc1ccc(NC(=O)c2cccs2)cc1)c1ccc([N+](=O)[O-])cc1 | ? | -6% | 14%[57.1 µM] | -8% | 16% | 0% | 5% | 10% | 0%

Exported as labelled records: entries from further up.
CCOc1ccc(C(=O)Nc2ccc(C(=O)OCc3cc(=O)n4c(C)csc4n3)cc2)cc1
  G9a inh = 0%[59 µM]
  JMJD2A Tudor = -28%
  Pol beta inh = 18µM*
  Pol eta inh = -17%
  Pol iota inh = ?
  POLK inh = -6%[60.1 µM]
  BLM helicase inh = -23%
  BAZ2B block = -39%
  APE1 inh = nt

COc1cccc(C(=O)NCC(c2ccc(N(C)C)cc2)N2CCOCC2)c1OC (stereo not given)
  G9a inh = -4%[59 µM]
  JMJD2A Tudor = -21%
  Pol beta inh = 2%
  Pol eta inh = -14%
  Pol iota inh = 28%
  POLK inh = 1%[60.1 µM]
  BLM helicase inh = 1%
  BAZ2B block = 1%
  APE1 inh = nt

Next section:
SMILES | G9a inh | JMJD2A Tudor | Pol beta inh | Pol eta inh | Pol iota inh | POLK inh | BLM helicase inh | BAZ2B block | APE1 inh
Cc1noc(C)c1-c1ccc2ncnc(NCC3CCCCN3C)c2c1 (stereo not given) | -23%[0.501 µM] | -7%&-14% | nt | -3% | 45%[activator] | 14% | 0% | -5% | 45%&-8%[activator]
O=C(OCC(=O)c1c[nH]c2ccccc12)c1cccc(S(=O)(=O)N2CCCCCC2)c1 | -8% | -19% | -1% | -16% | ? | -7% | -7% | 7% | -8%
Cc1cc(C)c2c(=O)n(CC(=O)Nc3ccc(Br)c(C)c3)sc2n1 | 0.32µM* | 2.5µM* | 0% | 5% | ? | -4% | 0% | ? | -1%
COc1ccccc1CNC(=O)CCS(=O)(=O)c1cccs1 | 45µM* | -15% | 0% | 1% | 6% | -14% | -5% | 15% | -3%
O=C(c1ccc(S(=O)(=O)N2CCOCC2)cc1)N1CCN=C1SCc1cccnc1 | 2% | -5% | 0% | 2% | 8% | -8% | 2% | -23% | -4%
CCNc1nc(NCC)nc(N/N=C/c2ccc(Br)cc2)n1 | 2% | -22% | 28% | -9% | 102%[activator] | -4% | -1% | ? | 11%
CCCCN(C)CCCNC(=O)/C=C1\Sc2ccccc2NC1=O | -34% | -10% | 0% | -3% | 2% | 1% | -2% | -12% | -6%
O=C(O)C1CCN(C(=O)CCc2ccccc2)CC1 | 8% | -1% | 50µM* | -17% | 189%[activator] | -2% | -3% | 2% | 0%
Cc1cc(N2CCC(C)CC2)nc(SCC(=O)c2ccccc2)n1 | -3%[59 µM] | 15% | -2% | -12% | 4% | -15% | -4% | 17% | 2%
O/C(=C\c1nc2ccccc2[nH]1)c1cccs1 | 25µM* | -29% | 13% | ? | 80%[activator] | -20% | -18% | -30% | 15%
CCn1c(SCC(=O)OCc2ccccc2)nc2c1c(=O)n(C)c(=O)n2C | ? | -12% | 4% | -7% | 8% | -11% | 2% | -2% | 19%
CCn1ccnc1CN(C)Cc1cn[nH]c1-c1ccc(OC)c(F)c1 | ? | ? | 23% | -9% | 13% | -2% | -1% | -30% | -1%
CCN(CC(=O)N1CCOCC1)S(=O)(=O)c1ccc(F)cc1 | 22% | -5% | 42% | -12% | 59%[activator] | -15% | 1% | 9% | -9%
CCCCCCCCNS(=O)(=O)CCNCc1ccc(OC)cc1 | nt | -1% | nt | -22% | 7% | -17% | nt | nt | nt
O=C(NO)c1ccccc1O | 2µM* | -25% | 9% | -9% | -2% | 6% | -4% | ? | 9%
COC(=O)c1c(NC(=O)CN2CCC3(O)CCCCC3C2c2ccc(F)cc2)sc(C)c1C (stereo not given) | -13% | -25% | ? | -20% | 28% | -8% | -6% | -10% | -7%
CC(C)(C)C(=O)Nc1ccc(N=Nc2ccccc2)cc1 | 2% | -31% | 13% | -4% | 9% | -8% | -3% | -4% | 4%
O=C(c1ccncc1)N(c1ccc2oc3c(c2c1)CCCC3)S(=O)(=O)c1cccc([N+](=O)[O-])c1 | 3.5µM* | ? | -29% | -19% | 2% | -20% | 1% | ? | -6%

Source: PubChem BioAssay
